SMN2 splice up: increases expression of the SMN2 splice variant. AID 1458. HEK293 SMN2-luciferase splicing reporter, luminescence, 30-36 h. Potency, µM (doses to about 46.1 µM), for inactives: at the top dose activity change, positive = activation, most hits filed as activators. 2.8% of 210,000 active; also: potency is read from the fitted curve at half-maximal effect; % of control where 0% means no effect; nearly all actives have a fitted effect of over 55% in size
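HEK293 cells carry an SMN2 […]–luciferase reporter in which exon 7 inclusion puts luciferase in frame. Cells were plated 10-12 h before compound addition, then incubated 30-36 h at 37C. ONE-Glo luminescence was read; sodium butyrate at 4.5 mM final served as control.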
IMPase Li inh: membrane-permeable IMPase blocker, potentiated with lithium | CHO-M1 cells, IP1 TR-FRET (IP-One), carbachol + lithium | Potency, µM (highest dose often 59.4 µM), inactives show at the top dose activity, negative = IMPase inhibition, actives largely listed as inhibitors | 0.35% of 210,000 active | AID 1457;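 also: IP1 builds up when IMPase is blocked and the TR-FRET signal falls; potency is read from the fitted curve at half-maximal effect; plate controls were basal vehicle for no effect and high inhibitor control for full effect; nearly all actives have a fitted effect of over 50% in size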
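CHO-M1, 2000 cells/well, 16–30 h culture; cpd + low Li+, 30 min 37C; lysis with d2-IP1/Eu-anti-IP1 Ab, 10 min RT; TR-FRET 665/620 ratio and 620 channel; AC50 via Hill.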
HTT aggregate: reduces HttQ103-GFP aggregates in PC12 cells; PC12 HttQ103-GFP aggregates, Acumen cytometry, 40 h; Potency, µM (top dose mostly 46.1 µM), for the others: at the highest dose activity change, negative = inhibition, usual class: inhibitors; 1.1% of 220,000 active; AID 1688; also: potency is read from the fitted curve at half-maximal effect; % is scaled to controls: 0 for no effect and ±100 for the full control effect; nearly all actives have a fitted effect of over 60% in size
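PC12 cells stably carrying ecdysone-inducible HTT exon 1 Q103–GFP were induced with tebufenozide (100 nM final) and treated with library compounds in titration. GFP aggregates in lysates were counted by laser scanning cytometry.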
KinaseGlo FLuc: counter-screen: inhibitors of Kinase-Glo firefly luciferase | Q27757 | Kinase-Glo luciferase, ATP luminescence, 8 min | Potency, µM (top dose mostly 38.3 µM), inactives show at the top dose activity change, negative = inhibition, most hits filed as inhibitors | 0.28% of 200,000 active; also: potency is read from the fitted curve at half-maximal effect; % is scaled to controls: 0 for no effect and ±100 for the full control effect; nearly all actives have a fitted effect of over 60% in size
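Light output from Kinase-Glo luciferase with luciferin and 10 uM ATP in 50 mM imidazole pH 7.2, KCl, MgCl2, Tween 20, BSA; compound pin-delivered, 8-min ambient incubation, then luminescence read.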
CBFb-RUNX1 inh: inhibitors of human CBF-beta and RUNX1 interaction. Q01196+Q13951. AlphaScreen CBFb-His/RUNX1-biotin binding, biochemical. Potency, µM (doses to about 59.8 µM), for inactives: at the top dose activity, negative = inhibition, most hits filed as inhibitors. 230,000 tested, under 10 active; also: % of control where 0% means no effect
Target sequence (Q01196 whole entry, looked up): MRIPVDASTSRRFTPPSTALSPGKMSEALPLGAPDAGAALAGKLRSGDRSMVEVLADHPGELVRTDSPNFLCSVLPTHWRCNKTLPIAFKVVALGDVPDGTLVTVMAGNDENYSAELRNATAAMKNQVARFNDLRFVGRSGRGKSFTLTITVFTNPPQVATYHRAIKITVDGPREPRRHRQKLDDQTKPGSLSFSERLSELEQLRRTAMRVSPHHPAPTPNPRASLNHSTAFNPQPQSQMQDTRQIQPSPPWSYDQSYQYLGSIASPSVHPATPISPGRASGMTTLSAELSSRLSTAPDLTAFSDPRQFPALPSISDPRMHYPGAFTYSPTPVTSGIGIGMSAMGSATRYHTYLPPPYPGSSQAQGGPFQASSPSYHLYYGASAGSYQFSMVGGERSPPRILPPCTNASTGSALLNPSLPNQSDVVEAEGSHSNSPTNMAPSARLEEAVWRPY
Target sequence (Q13951 whole entry, looked up): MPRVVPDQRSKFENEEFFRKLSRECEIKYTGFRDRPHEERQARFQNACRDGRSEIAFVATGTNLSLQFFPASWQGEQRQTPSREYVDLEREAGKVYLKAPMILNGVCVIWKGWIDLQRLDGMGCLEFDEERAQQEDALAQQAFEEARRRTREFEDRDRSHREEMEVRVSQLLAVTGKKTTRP
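Read-out: AlphaScreen. Format: His-CBF-beta with biotinylated RUNX1 (30 nM each) preincubated 20 min, compound 15 min, Ni-chelate plus streptavidin beads 90 min; room temperature throughout.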
HTT ATP protect: cytoprotection in Huntington HTT-Q103 PC12 cell model; PC12 HTT-Q103 induced, cytoprotection, ATP luminescence, 40 h; Potency, µM (top dose mostly 56.4 µM), inactives show cytoprotection (ATP increase), hits mostly activators; 0.14% of 230,000 active; AID 1471;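 also: potency is read from the fitted curve at half-maximal effect; % of control where 0% means no effect; nearly all actives have a fitted effect of over 45% in size; toxic huntingtin expression switched on by the ecdysone agonist tebufenozide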
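Readout: ATPlite luminescence (ATP level). Model: stable PC12, inducible Htt exon1 Q103-GFP. Inducer: tebufenozide, 100 nM final. Compounds: dose series. No G418 in medium.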
LMNA splice mod: modulators of lamin A splicing; HeLa LMNA splicing GFP/RFP minigene ratio, 48 h; Potency, µM (highest dose often 46.1 µM), for inactives: at the top dose ratio change, negative = inhibition, actives largely listed as inhibitors; 0.01% of 200,000 active; active = well fitted inhibition curve with a large enough effect in the signal ratio, with a control signal flat, not every such curve was filed as active; inconclusive = small, poorly fitted or top-dose-only effect, or effect the other way, or a change in a side signal; the % refers to the signal ratio; also: potency is read from the fitted curve at half-maximal effect; % is scaled to controls: 0 for no effect and ±100 for the full control effect
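S3 HeLa cells stably expressing lamin A-EGFP splicing minigene plus DsRed2, 600 cells/well, 48 h compound exposure at 37C. Laser-scanning cytometry; analysed as GFP (500-530 nm)/RFP (575-640 nm) total intensity ratio; 0.5% DMSO vehicle.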
* hit, by the source's call; & = joins results of further samples; [ ] = remark or other dose. Unless noted, calls follow the shape of the dose curve; as a rule, active = well fitted curve in the direction sought with a large enough effect; inconclusive = small, poorly fitted or top-dose-only effect, or another doubt; inactive = no such curve, though single readings can be large; an effect the other way counts as inactive or inconclusive.

Start of the listing, in advance (2 entries):
For Cc1ccc(S(=O)(=O)N2CCCOC2CNC(=O)C(=O)NCc2cccs2)cc1 (configuration not stated) the results were SMN2 splice up -51%, IMPase Li inh 9%, HTT aggregate 4%, KinaseGlo FLuc 1%, CBFb-RUNX1 inh -2%, HTT ATP protect 5%[10 µM] and LMNA splice mod 0%.
For CC(C)Nc1nc(N(c2ccccc2)c2ccccc2)nc(-n2ccnc2)n1 the results were SMN2 splice up 4%, IMPase Li inh 14%[38.3 µM], HTT aggregate 4%, KinaseGlo FLuc 0%, CBFb-RUNX1 inh 6%, HTT ATP protect -1% and LMNA splice mod -2%.

The listing, from the first entry:
For Cc1ccc(S(=O)(=O)N2CCCOC2CNC(=O)C(=O)NCc2cccs2)cc1 (configuration not stated) the results were SMN2 splice up -51%, IMPase Li inh 9%, HTT aggregate 4%, KinaseGlo FLuc 1%, CBFb-RUNX1 inh -2%, HTT ATP protect 5%[10 µM] and LMNA splice mod 0%.
For CC(C)Nc1nc(N(c2ccccc2)c2ccccc2)nc(-n2ccnc2)n1 the results were SMN2 splice up 4%, IMPase Li inh 14%[38.3 µM], HTT aggregate 4%, KinaseGlo FLuc 0%, CBFb-RUNX1 inh 6%, HTT ATP protect -1% and LMNA splice mod -2%.
Screening O=C(NCc1ccc(F)cc1F)c1cc(COc2c(F)cccc2F)on1 returned IMPase Li inh 12%, HTT aggregate -4%[9.22 µM], CBFb-RUNX1 inh 19% and HTT ATP protect -18%[10 µM].
Cc1ccc(OCCN2C(=O)C(=O)c3cc(C)ccc32)cc1 was read as SMN2 splice up -36%[inhibitor], IMPase Li inh 15%, HTT aggregate -20%[9.22 µM], KinaseGlo FLuc 0%, CBFb-RUNX1 inh -8%, HTT ATP protect -53%[inhibitor][10 µM] and LMNA splice mod inconclusive.
O=C(O)CCC(=O)NNC(=O)c1ccc([N+](=O)[O-])cc1 was read as HTT aggregate 11%[9.22 µM], CBFb-RUNX1 inh 15% and HTT ATP protect 10%[10 µM].
Screening CC(NCc1cccs1)c1ccccc1 (configuration not stated) returned SMN2 splice up -23%, IMPase Li inh 11%, HTT aggregate inconclusive, KinaseGlo FLuc 1%, CBFb-RUNX1 inh 1% and HTT ATP protect -87%[inhibitor][10 µM].
For Cc1nnc(SCC(=O)NC2CCCc3ccccc32)n1-c1ccccc1 (configuration not stated) the results were SMN2 splice up -10%, IMPase Li inh -5%, HTT aggregate 0%, KinaseGlo FLuc 2%, CBFb-RUNX1 inh 9%, HTT ATP protect -7%[10 µM] and LMNA splice mod -3%.
`O=C(c1ccccc1CCc1ccccc1)N1CCOCC1` gave SMN2 splice up -5%, IMPase Li inh -2%, HTT aggregate 0%, KinaseGlo FLuc 2%, CBFb-RUNX1 inh 12%, HTT ATP protect 9%[10 µM] and LMNA splice mod 0%.
`CCOC(=O)c1c(C)[nH]c(C(=O)COC(=O)C2(C)CC2(Cl)Cl)c1C` (configuration not stated) gave SMN2 splice up -8%, IMPase Li inh 10%[38.3 µM], HTT aggregate -7%[9.22 µM], KinaseGlo FLuc 1%, CBFb-RUNX1 inh -8%, HTT ATP protect -46%[inhibitor] and LMNA splice mod inconclusive.
`Clc1ccc(-c2cc(C3CCNCC3)[nH]n2)c(Cl)c1` gave SMN2 splice up -16%, IMPase Li inh 15%, HTT aggregate -14%, KinaseGlo FLuc -1%, CBFb-RUNX1 inh 7%, HTT ATP protect -14% and LMNA splice mod inconclusive.
For CCCNS(=O)(=O)c1ccc(CCC(=O)N2CCN(CC)CC2)cc1 the results were SMN2 splice up 1%, IMPase Li inh 24%[38.3 µM], HTT aggregate -13%, KinaseGlo FLuc 0%, CBFb-RUNX1 inh 0%, HTT ATP protect -11% and LMNA splice mod 7%.
For Cc1n[nH]c(C)c1CCC(=O)N/N=C/c1c[nH]c2ccccc12 the results were HTT aggregate 19%[9.22 µM], CBFb-RUNX1 inh 4% and HTT ATP protect -2%[10 µM].
For Cc1ccccc1OCc1n(CC(=O)OC2CC(C)CCC2C(C)C)c2ccccc2[n+]1C (configuration not stated) the results were SMN2 splice up -15%&-32%, IMPase Li inh 21%&11%, HTT aggregate inconclusive, KinaseGlo FLuc -1%&-4%, CBFb-RUNX1 inh 5%&-2% and HTT ATP protect -163%&-127%[inhibitor].
CCOc1ccc(S(=O)(=O)Nc2cc(S(=O)(=O)N(CC)CC)ccc2N2CCCC2)cc1 was read as SMN2 splice up 0%, IMPase Li inh 6%, HTT aggregate -10%, KinaseGlo FLuc -2%, CBFb-RUNX1 inh -10%, HTT ATP protect 3%[10 µM] and LMNA splice mod 17%.
For O=C(C1CC(c2ccc(F)cc2)=NO1)N1CCc2ccccc2C1 (configuration not stated) the results were SMN2 splice up 15%, IMPase Li inh -11%[38.3 µM], HTT aggregate -8%, KinaseGlo FLuc 6%, CBFb-RUNX1 inh 4%, HTT ATP protect 7% and LMNA splice mod -2%.
Screening Cc1ccc(CNC(=O)C(C(=O)NCc2ccc(C)o2)c2ncc(C(F)(F)F)cc2Cl)o1 returned SMN2 splice up 3%, IMPase Li inh 18%, HTT aggregate -7%, KinaseGlo FLuc 0%, CBFb-RUNX1 inh -3%, HTT ATP protect -32%[inhibitor] and LMNA splice mod 0%[46 µM].
`CC(C)=CCCC(C)CCO` (configuration not stated) gave SMN2 splice up 0%, IMPase Li inh 4%&17%, KinaseGlo FLuc 0%, CBFb-RUNX1 inh -1%&1%[21.7 µM] and HTT ATP protect inconclusive.
COCCNc1cc(-c2c(C)noc2C)ncn1 was read as IMPase Li inh -2%, HTT ATP protect -5% and LMNA splice mod -8%.
For COc1nc(N)c(S(=O)(=O)c2ccc(C)cc2)cc1C#N the results were SMN2 splice up -12%, IMPase Li inh 17%[38.3 µM], HTT aggregate -6%, KinaseGlo FLuc 4%, CBFb-RUNX1 inh 10%, HTT ATP protect 15%[10 µM] and LMNA splice mod -7%.
For CCCn1c(-c2cccs2)nc2nc3ccccc3nc21 the results were SMN2 splice up 2%, IMPase Li inh 2%[38.3 µM], HTT aggregate 0%, KinaseGlo FLuc 5%, CBFb-RUNX1 inh 17%, HTT ATP protect -37% and LMNA splice mod -1%.
`Cc1ccc(C2Nc3ccccc3C(=O)N2CCN2CCNC2=O)cc1` (configuration not stated) gave HTT aggregate -10%[9.22 µM], CBFb-RUNX1 inh -1% and HTT ATP protect -5%[10 µM].
CC1CCc2c(sc(NC(=O)c3ccc(Cn4cc([N+](=O)[O-])cn4)o3)c2C#N)C1 (configuration not stated) was read as SMN2 splice up 3%, IMPase Li inh -4%[38.3 µM], HTT aggregate -11%, KinaseGlo FLuc 1%, CBFb-RUNX1 inh -30%, HTT ATP protect -29% and LMNA splice mod 5%.
For CCCCNC(=O)C1CC(=O)N(c2ccc(OC)cc2)C1c1ccc(OC)cc1 (configuration not stated) the results were SMN2 splice up -1%, IMPase Li inh -14%[38.3 µM], HTT aggregate 5%, KinaseGlo FLuc -1%, CBFb-RUNX1 inh 7%, HTT ATP protect 12% and LMNA splice mod -5%.
For Cc1cc2c(c(=O)n1Cc1cccnc1)C(c1cccs1)C(C#N)=C(N)O2 (configuration not stated) the results were SMN2 splice up -17%, IMPase Li inh -4%[38.3 µM], HTT aggregate 5%, KinaseGlo FLuc 3%, CBFb-RUNX1 inh -1%, HTT ATP protect 0%[10 µM] and LMNA splice mod 4%.
O=C(Nc1ccc([N+](=O)[O-])cn1)C1CC1 was read as SMN2 splice up 12%, IMPase Li inh -2%, HTT aggregate 6%, KinaseGlo FLuc 0%, CBFb-RUNX1 inh -5%, HTT ATP protect 29%[10 µM] and LMNA splice mod 6%.
For Cc1ccccc1C(=O)Nn1cnc2ccccc2c1=O the results were SMN2 splice up inconclusive, IMPase Li inh 3%, HTT aggregate -5%, KinaseGlo FLuc 0%, CBFb-RUNX1 inh 12% and HTT ATP protect -52%.
For CN(Cc1ccccc1)S(=O)(=O)c1ccc(OCC(=O)N2CCC(C(N)=O)CC2)cc1 the results were HTT aggregate 13%[9.22 µM], CBFb-RUNX1 inh -9% and HTT ATP protect 10%[10 µM].
O=S(=O)(c1ccccc1)N(CC(F)(F)F)c1ccc(C(O)(C(F)(F)F)C(F)(F)F)cc1 was read as IMPase Li inh 25%, KinaseGlo FLuc 1%[39.9 µM], CBFb-RUNX1 inh -10% and HTT ATP protect -26%.
Screening CN(C)CCCC(C)(O)C(Cc1ccccc1)c1ccccc1 (configuration not stated) returned SMN2 splice up 5%, IMPase Li inh 5%, HTT aggregate inconclusive, KinaseGlo FLuc -2%, CBFb-RUNX1 inh 1% and LMNA splice mod -3%.
Cc1cc(C)nc(SCc2n[nH]c(=S)n2C)n1 was read as SMN2 splice up -10%, IMPase Li inh 5%, HTT aggregate 19%, KinaseGlo FLuc 2%, CBFb-RUNX1 inh -3%, HTT ATP protect -1% and LMNA splice mod 2%.
Screening COC(Cn1cc(C)c(=O)[nH]c1=O)OC returned SMN2 splice up -24%, IMPase Li inh -3%, HTT aggregate 12%, KinaseGlo FLuc -1%, CBFb-RUNX1 inh 8% and HTT ATP protect -6%.
`COc1ccc(NC(=S)NC(NC(=O)/C=C/c2ccccc2)C(Cl)(Cl)Cl)cc1` (configuration not stated) gave SMN2 splice up -33%[inhibitor], IMPase Li inh 16%[38.3 µM], HTT aggregate -4%, KinaseGlo FLuc -1%, CBFb-RUNX1 inh -4%, HTT ATP protect -56%[inhibitor] and LMNA splice mod inconclusive.
Screening O=C(O)C1=CCNCC1 returned SMN2 splice up -7%&2%&7%, IMPase Li inh 6%&-3%&14%&10%, KinaseGlo FLuc -5%&-4%&3%, CBFb-RUNX1 inh 29%, HTT ATP protect -30% and LMNA splice mod inconclusive.
Screening Cc1oc2ccc(OC(=O)N3CCOCC3)cc2c1C(=O)OC(C)C returned SMN2 splice up -9%, IMPase Li inh 4%[38.3 µM], HTT aggregate 1%, KinaseGlo FLuc 0%, CBFb-RUNX1 inh 8%, HTT ATP protect -7% and LMNA splice mod -5%.
COc1cccc(C(=O)Nc2ccc(N3CCN(S(C)(=O)=O)CC3)cc2)c1 was read as SMN2 splice up 16%, IMPase Li inh 2%[38.3 µM], HTT aggregate 16%, KinaseGlo FLuc 0%, CBFb-RUNX1 inh 2%, HTT ATP protect -20% and LMNA splice mod 15%.

Not a hit list. Share with any hit: about 4%.
